Screening data from PubChem BioAssay.
12-hLO inh: 12-hLO (ALOX12) enzyme inhibition | purified 12-hLO, xylenol orange hydroperoxide absorbance | Potency, µM (top dose mostly 57.1 µM), without a hit: top-dose activity change, negative = inhibition, usual class: inhibitors | P18054 | actives 0.12% (n = 150,000); also: potency is read from the fitted curve at half-maximal effect; nearly all actives have a fitted effect of over 55% in size; many of its hits are not listed in these tables
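Purified human 12hLO (150 nM final) was preincubated with compounds for 15 min at room temperature in 25 mM Hepes pH 7.0, 0.01% Triton X-100, then reacted with 40 uM arachidonic acid for 30 min. Hydroperoxide was detected with ferrous iron/xylenol orange.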
IMPase inh: cell-permeable inhibitors of inositol monophosphatase (IMPase) | P97697 | inhibition (IP1 accumulation), % at 46.1 µM | CHO-M1 cells, IP1 accumulation, HTRF TR-FRET ratio | 120,000 tested, under 10 active; active = well fitted curve in the direction sought with a large enough effect in the signal ratio, not every such curve was filed as active; inconclusive = small, poorly fitted or top-dose-only effect, or a change in a side signal; inactive = no such curve, though single readings can be large or run the other way; the % refers to the signal ratio;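 also: cells stimulated with carbachol in lithium chloride buffer; plate controls were DMSO basal wells for no effect and reference inhibitor wells for full effect; higher means more IMPase inhibition seen as more IP1 and lower FRET ratio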
Target sequence (P97697 whole entry, looked up): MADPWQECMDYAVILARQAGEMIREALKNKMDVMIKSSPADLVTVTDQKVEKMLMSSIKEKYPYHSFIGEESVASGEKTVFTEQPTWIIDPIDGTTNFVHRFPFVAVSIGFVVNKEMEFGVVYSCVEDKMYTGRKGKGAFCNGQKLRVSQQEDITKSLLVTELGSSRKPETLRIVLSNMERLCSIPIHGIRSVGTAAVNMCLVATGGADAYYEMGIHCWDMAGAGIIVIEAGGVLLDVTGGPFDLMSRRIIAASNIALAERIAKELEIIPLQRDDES
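The IP-One HTRF competitive assay in carbachol-stimulated CHO-M1 cells quantifies cellular IP1. Compounds spanned up to 46 uM final, and activity is expressed as AC50 from concentration-response fits of the ratio and donor data.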
PNC inhibitor: blocks assembly of the perinucleolar compartment; actives 3.1% (n = 140,000); AID 2417; PC3M PTB-GFP, PNC prevalence imaging, 16 h; hits give low values; activity change (PNC), negative = inhibition, % at 10 µM;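 active = readout at or below -70, meaning at least 70% loss of cells showing the perinucleolar compartment, a nuclear body marking cancer cells; inconclusive = readout between -30 and a set limit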;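 also: plate controls were DMSO wells for no effect and camptothecin positive control wells for full effect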
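Compounds are pinned in duplicate onto adhered PC3M cells stably expressing GFP-tagged PTB and incubated 16 h at 37 C. Cells are then fixed, nuclei stained with Hoechst, and PNC-positive cells counted.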
ALOX15B inhib: 15-hLO-2 (ALOX15B) enzyme inhibition. O15296. purified 15hLO-2, xylenol orange hydroperoxide absorbance. Potency, µM (top dose mostly 57.1 µM), inactives show top-dose activity change, negative = inhibition, hits mostly inhibitors. actives 0.56% (n = 110,000); also: potency is read from the fitted curve at half-maximal effect; nearly all actives have a fitted effect of over 60% in size; many of its hits are not listed in these tables
Target sequence (O15296 whole entry, looked up): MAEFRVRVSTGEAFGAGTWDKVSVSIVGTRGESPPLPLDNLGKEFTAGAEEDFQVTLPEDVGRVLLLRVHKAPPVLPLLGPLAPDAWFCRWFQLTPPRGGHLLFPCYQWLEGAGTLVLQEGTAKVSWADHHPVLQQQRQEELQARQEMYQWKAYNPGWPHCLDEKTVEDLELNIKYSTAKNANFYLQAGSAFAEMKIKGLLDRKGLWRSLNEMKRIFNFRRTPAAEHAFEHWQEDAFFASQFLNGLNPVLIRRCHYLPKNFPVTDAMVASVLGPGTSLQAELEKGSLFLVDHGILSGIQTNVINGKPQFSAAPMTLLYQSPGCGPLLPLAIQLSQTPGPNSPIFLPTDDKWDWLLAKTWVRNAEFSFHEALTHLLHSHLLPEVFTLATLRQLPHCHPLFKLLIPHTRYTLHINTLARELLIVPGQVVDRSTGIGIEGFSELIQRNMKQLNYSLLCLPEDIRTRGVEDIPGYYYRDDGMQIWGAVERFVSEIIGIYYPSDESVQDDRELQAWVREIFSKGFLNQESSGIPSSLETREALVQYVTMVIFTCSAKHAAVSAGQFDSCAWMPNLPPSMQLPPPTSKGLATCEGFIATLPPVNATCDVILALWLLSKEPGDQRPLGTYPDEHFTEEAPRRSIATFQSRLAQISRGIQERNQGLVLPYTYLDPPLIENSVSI
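Screening format was qHTS against 50 nM purified 15hLO-2 in Hepes pH 7.5 with detergent. Activity follows hydroperoxide formation from 45 uM arachidonic acid, measured as 573:405 nm absorbance ratio of the ferric-xylenol orange complex.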
* hit, by the source's call; u = inconclusive; x = not tested or not shown; [ ] = another dose, or the depositor's remark. Unless noted, calls follow the shape of the dose curve; as a rule, active = well fitted curve in the direction sought with a large enough effect; inconclusive = small, poorly fitted or top-dose-only effect, or another doubt; inactive = no such curve, though single readings can be large; an effect the other way counts as inactive or inconclusive. Unless noted, % is scaled to controls: 0 for no effect and ±100 for the full control effect. Only part of the results is shown, so the mix of outcomes need not match the whole.

Molecule	ALOX15B inhib	12-hLO inh	PNC inhibitor	IMPase inh
Cc1cc(C)n(-c2nnc(C)n2/N=C/c2ccco2)n1	3%	2%	30	4
COCCN(CCOC)c1nc(C)nc2c1nc(-c1ccccc1)n2CCCN(C)C	1%	3%	x	x
COc1ccc(C2C(C(=O)Nc3cc(C)on3)c3ccccc3C(=O)N2C)cc1OC (stereo not given)	0%	-3%	u	-4
COc1ccc(OC)c(C2C(C#N)=C(N)Oc3cc(N)ccc32)c1 (stereo not given)	2%	-19%	13	8
CN(N=Nc1ccc([N+](=O)[O-])cc1)c1ccccc1	x	2%	32	x
Nc1nnc(SCc2ccccc2F)n1-c1ccccc1	4%	-7%	-27	-2
Oc1[nH]c2ccccc2c1N=NC(=S)NCCc1ccccc1	x	-17%	-25	x
COC(=O)c1[nH]c2ccccc2c1NC(=O)CN1CCCc2ccccc21	-9%	-9%	-23	13
O=C(Nc1ccccc1F)c1cc2nc(C(F)F)cc(C(F)F)n2n1	x	-2%	93	20
Cc1nn2c(NCCOCCO)c3c(nc2c1-c1ccccc1)CCCC3	x	1%	88	3
CCCn1c(N2CCN(C)CC2)nc2c1c(=O)[nH]c(=O)n2C	x	-5%	11	1
O=S(=O)(c1ccc(Cl)cc1)N1CCN=C1SCc1ccc(Cl)c(Cl)c1	x	8%	7	x
Cc1ccc(NC(=O)CCCN2C(=O)/C(=C/C=C/c3ccccc3)SC2=S)cc1	x	-1%	-7	2
Cc1nc2sc(C(c3ccccc3)N3CCN(c4ccccc4F)CC3)c(O)n2n1 (stereo not given)	8%	-3%	-11	7
CCC1CCCCN1Cc1ccc(CNS(=O)(=O)c2ccc3c(c2)oc(=O)n3C)o1 (stereo not given)	-1%	-1%	-9	5
CSc1ccccc1NC(=O)CO/N=C(\C)c1cc2ccccc2o1	x	-6%	-12	x
Cc1ccc(NC(=O)CCn2cnc3ccccc3c2=O)cc1Cl	x	-1%	-10	7
O=C1CCc2c(ccc3ccccc23)O1	12%	-3%	x	0
N#Cc1c(NC(=S)NC(=O)C2CCCC2)sc2c1CCCCC2	x	0%	u	-4
CCC(CC)NC(=O)Cc1ccccc1OC	2%	4%	u	-1
CCOc1ccccc1N1CCN(CC(O)COc2ccc3c(C)cc(=O)oc3c2)CC1 (stereo not given)	23%	1%	u	-2
O=C(CO/N=C1\CCCc2nonc21)Nc1ccc(Br)cc1	x	-7%	137	-4
CCOC(=O)CSc1nnc(CNC(=O)c2ccc(OC)cc2OC)n1-c1ccc(OC)cc1	-5%	3%	u	13
Cc1nn(-c2ccccc2)c(Cl)c1C(=O)NCC(C)C	-4%	-2%	-20	2

A run of entries taken from the entries so far:
Molecule	ALOX15B inhib	12-hLO inh	PNC inhibitor	IMPase inh
N#Cc1c(NC(=S)NC(=O)C2CCCC2)sc2c1CCCCC2	x	0%	u	-4
CCC(CC)NC(=O)Cc1ccccc1OC	2%	4%	u	-1
CCOc1ccccc1N1CCN(CC(O)COc2ccc3c(C)cc(=O)oc3c2)CC1 (stereo not given)	23%	1%	u	-2
O=C(CO/N=C1\CCCc2nonc21)Nc1ccc(Br)cc1	x	-7%	137	-4
CCOC(=O)CSc1nnc(CNC(=O)c2ccc(OC)cc2OC)n1-c1ccc(OC)cc1	-5%	3%	u	13
Cc1nn(-c2ccccc2)c(Cl)c1C(=O)NCC(C)C	-4%	-2%	-20	2

By substructure, the entries above containing an aryl thioether with sulfur outside any ring.
Molecule	ALOX15B inhib	12-hLO inh	PNC inhibitor	IMPase inh
Nc1nnc(SCc2ccccc2F)n1-c1ccccc1	4%	-7%	-27	-2
CSc1ccccc1NC(=O)CO/N=C(\C)c1cc2ccccc2o1	x	-6%	-12	x
CCOC(=O)CSc1nnc(CNC(=O)c2ccc(OC)cc2OC)n1-c1ccc(OC)cc1	-5%	3%	u	13

(further entries)
Molecule	ALOX15B inhib	12-hLO inh	PNC inhibitor	IMPase inh
O=C(Nc1ncccc1Cl)c1cccc(F)c1	-2%	-1%	-10	4
CN(c1cccc(NC(=O)CN2C(=O)c3ccccc3S2(=O)=O)c1)S(C)(=O)=O	2%	-5%	23	-4
CCC(C(N)=O)c1ccccc1 (stereo not given)	-8%	0%	x	x
Cc1nc2cc(C(=O)O)ccc2s1	-4%	-5%	3	4
Cc1ccc(CSC2=NCCN2C(=O)C2CC2)cc1	3%	-5%	11	14
C(=N\n1cnnc1)/c1ccc(-c2ccccc2)cc1	7%	1%	-22	-12
Nc1nonc1C(=O)NCCNC(=O)c1ccccc1F	x	2%	30	-1
N/C(=N\OC(=O)Cc1cccs1)c1ccc([N+](=O)[O-])cc1	x	-3%	22	x
O=C1c2cccc(OCC(=O)N3CCCc4ccccc43)c2CCN1Cc1ccc(F)cc1	x	-1%	10	x
O=C(O)C1(P(=O)(c2ccccc2)c2ccccc2)CCC1	-2%	3%	u	-3
C[C@@H](C[C@H](N)C(=O)O)C(=O)O	-6%[11.4 µM]	2%[11.4 µM]	x	x
Cc1ccc(-c2csc(N/N=C/c3ccco3)n2)c(C)c1	x	2%	u	x
Cc1cc(Nc2ccccc2)nn1C(=O)c1ccc(Cl)cc1	9%	0%	-12	8
O=C(COC(=O)C1CC(O)CN1S(=O)(=O)c1ccc(Cl)cc1)c1cccc(Cl)c1 (stereo not given)	x	-3%	41	x
Cc1nn(Cc2ccc(Cl)cc2)c(C)c1NC(=O)c1cc(-c2ccco2)on1	-2%	1%	177	10
Cc1ccc2oc(=O)c3cnn(CC(=O)NC4CCN(Cc5ccccc5)CC4)c3c2c1	5%	-4%	-1	6
CCCC(=O)C1C(=O)CC(CC(C)SCC)CC1=O (stereo not given)	-11%	-2%	9	4
COc1ccccc1CNCC(=O)Nc1ccc(N2CCOCC2)cc1	x	-2%	-6	x
CCOc1ccc(-n2cc(C(=O)Nc3ccc(Cl)cn3)c3cc(OC)c(OC)cc3c2=O)cc1	3%	7%	-16	-6
CCCCN(CC)CCNC(=O)c1[nH]c(C)c(C(C)=O)c1C	3%	0%	-4	-2
Cc1nn(C)c(C(=O)N/N=C/c2ccc(C(F)(F)F)cc2)c1[N+](=O)[O-]	x	0%	-9	x
O=C(Oc1ccc2c(=O)c(Cl)coc2c1)c1ccncc1	-9%	5%	29	-16
CCCCOC(=O)Nc1ccccc1C(N)=O	-1%	-2%	-18	-15
O=C(c1cc(-c2cccnc2)nc2ccc(Br)cc12)N1CCN(c2ncccn2)CC1	21%	-7%	u	-23
Cc1ccc(NC(=O)/C(=C\c2cccs2)NC(=O)c2ccccc2)cc1	x	-3%	15	x
O=C(c1cccc(S(=O)(=O)Nc2cccc(C(F)(F)F)c2)c1)N1CCCCC1	x	-1%	12	u
Clc1ccc2[nH]cc(-c3nnnn3-c3ccc4ccccc4c3)c2c1	-1%	3%	-7	23
CC(C)n1c(N2CCN(CC(=O)Nc3ccc4c(c3)OCCO4)CC2)nc2ccccc21	4%	-5%	-29	-4
O=C1/C(=C/c2cccc(F)c2)CSc2sccc21	-10%	-6%	1	3
Cc1nc2cnc(Oc3cccc(Cl)c3)nc2n(C[C@H]2CCCO2)c1=O	-4%	4%	x	x
COc1ccc(OC)c(NC(=O)C2C3CCC(C3=C(C)C)C2C(=O)O)c1 (stereo not given)	-2%	0%	-20	11
CC(=O)/C(=C\Nc1ccc(OCc2ccccc2)cc1)c1ccccc1	8%[11.4 µM]	-2%	u	-7[1.84 µM]
O=C(CN1C(=O)c2cccc3cccc(c23)C1=O)N1CCCCCC1	x	6%	-23	-1
CC(C)Oc1ccc2c3c(c(=O)oc2c1)CCC3	-13%	-12%	20	-5
CCC(=O)OCCCCCCOc1ccc(C(=O)O)cc1	-4%	1%	u	3
COc1ccc(-c2cc(C(F)(F)F)n3nc(C(=O)N4CCCCC4)cc3n2)cc1	-7%	4%	-19	-1
Cc1cc(/C=N/n2cnnc2)c(C)n1-c1ccc(OCc2ccc(Cl)cc2)cc1	34%[activator]	-4%	1	9
[O-][N+]1=c2ccc(Nc3ccccc3)cc2=NC12CCCCC2	-30%	-24%	1	19
CCOC(=O)N1CCN(C(=O)C(C)N(c2ccc(Oc3ccccc3)cc2)S(C)(=O)=O)CC1 (stereo not given)	15%	5%	-13	4
CCc1cc2c(=O)[nH]c(Cc3ccccc3)nc2s1	-3%	-6%	-108*	-1
O=C(NCc1ccco1)c1nn2c(C(F)(F)F)cc(-c3cccs3)nc2c1Br	u	-5%	-21	-3
COc1nc(OC)nc(N2CCC(NC(=O)C(Cc3ccc(C(C)C)cc3)NC(C)=O)CC2)n1 (stereo not given)	2%	7%	-30	-14
CCCNC(=O)COC(=O)c1cccnc1Nc1ccccc1F	x	1%	14	x
Cc1cnc(NC(=O)CSc2nnc(Cc3ccccc3)o2)s1	5%	3%	8	-9
N#Cc1c(-c2ccccc2)cc(-c2ccccc2)nc1SCc1nnc(-c2ccccc2)o1	-11%	4%	4	-8
COC(=O)CSc1nnc2c(C)cc3cc4c(cc3n12)OCCO4	-1%	0%	3	u
CNc1ccc(/C=C/C(=O)c2ccc3c(c2)OCCO3)cc1[N+](=O)[O-]	x	3%	-12	x
ClC1=C(Cl)C(Cl)(Cl)C(Cl)=C1Cl	-9%	-3%	x	x
CCOCCOC(=O)C(C)Oc1ccc(Oc2ncc(Cl)cc2Cl)cc1 (stereo not given)	x	-1%	u	10
Fc1ccc(CNC(=S)Nc2ccc(OC(F)F)cc2)cc1	x	u	8	x
CCCC(=O)Nc1sc2c(c1C#N)CCCCC2	x	0%	1	-4
O=C(CSc1nnc(-c2ccc3c(c2)OCCO3)o1)N1CCCC1	11%	4%	-22	6
CC(=O)Nc1ccc(NC(=S)NC(=O)c2oc3ccccc3c2C)cc1	x	3%	u	x
COC(=O)N/N=C/c1cc(Cl)cc(Cl)c1OCc1ccc(F)cc1	x	2%	-26	x
CCOC(=O)c1c(C)n(C)c2ccc(OC(=O)c3ccco3)cc12	1%	1%	11	3
CC1CN(S(=O)(=O)c2ccc(C(=O)Nc3nc(-c4cc5ccccc5o4)cs3)cc2)CC(C)O1 (stereo not given)	x	2%	33	x
CC(C)(C)n1nnnc1C(c1cc2cc3c(cc2[nH]c1=O)OCO3)N1CCN(c2ccccc2)CC1 (stereo not given)	-2%	-14%	26	3
O=C(CCCC(=O)N(CC(=O)NC1CCCC1)C1CCCC1)Nc1ccccn1	-6%	-3%	-123*	11
C/C(=C\CNc1ncnc2nc[nH]c12)CO	-3%	-3%	x	2
COc1ccc(NCc2nnc(SCC(=O)Nc3cc(C)cc(C)c3)o2)cc1	-6%	-4%	25	-2

(cont.)
Molecule	ALOX15B inhib	12-hLO inh	PNC inhibitor	IMPase inh
Cc1ccc[n+](/C(C(=S)NCc2ccco2)=C(/[O-])c2ccccc2Cl)c1	-7%	-6%	-5	-3
COc1cc(-c2cc(OC)c3c(C)oc(C)c3c(=O)c2)ccc1O	-5%	u	u	-6
N#C/C(=N\Nc1cccc2ccccc12)c1nnc2n1CCCCC2	x	1%	-113*	-4
CCc1ccc(NC(=O)NCCN2CCc3ccccc3C2)cc1	x	2%	12	13
Cc1ccc(N2C(=O)c3ccc(C(=O)N4CCN(c5ccccc5F)CC4)cc3C2=O)cc1	x	2%	22	-2
COCCNC(=O)c1ccc(NS(C)(=O)=O)cc1	-2%	0%	9	6
CC(CN1CCCCC1)OC(=O)c1ccc(Cl)cc1 (stereo not given)	8%	-11%	-13	3
